Screens deposited in PubChem BioAssay by Broad Institute.
RAD54 inh = inhibitors of human RAD54 branch migration, primary screen, biochemical, fluorescence, single point; DNA repair and recombination protein RAD54-like (Homo sapiens), Q92698; RAD54 Holliday junction branch migration, FAM/BHQ fluorescence; inhibition, % at 10.4 µM; actives 0.14% (n = 360,000); AID 602329, 2012;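 active = mean normalized replicate activity at least 40 and at least half of replicates scoring 40 or more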;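 note: 0% = median of neutral control wells and 100% = median of positive control wells; inhibitors cause a drop in the FAM fluorescence signal; in these data hits start at about 50%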
Target sequence (Q92698 whole entry, looked up): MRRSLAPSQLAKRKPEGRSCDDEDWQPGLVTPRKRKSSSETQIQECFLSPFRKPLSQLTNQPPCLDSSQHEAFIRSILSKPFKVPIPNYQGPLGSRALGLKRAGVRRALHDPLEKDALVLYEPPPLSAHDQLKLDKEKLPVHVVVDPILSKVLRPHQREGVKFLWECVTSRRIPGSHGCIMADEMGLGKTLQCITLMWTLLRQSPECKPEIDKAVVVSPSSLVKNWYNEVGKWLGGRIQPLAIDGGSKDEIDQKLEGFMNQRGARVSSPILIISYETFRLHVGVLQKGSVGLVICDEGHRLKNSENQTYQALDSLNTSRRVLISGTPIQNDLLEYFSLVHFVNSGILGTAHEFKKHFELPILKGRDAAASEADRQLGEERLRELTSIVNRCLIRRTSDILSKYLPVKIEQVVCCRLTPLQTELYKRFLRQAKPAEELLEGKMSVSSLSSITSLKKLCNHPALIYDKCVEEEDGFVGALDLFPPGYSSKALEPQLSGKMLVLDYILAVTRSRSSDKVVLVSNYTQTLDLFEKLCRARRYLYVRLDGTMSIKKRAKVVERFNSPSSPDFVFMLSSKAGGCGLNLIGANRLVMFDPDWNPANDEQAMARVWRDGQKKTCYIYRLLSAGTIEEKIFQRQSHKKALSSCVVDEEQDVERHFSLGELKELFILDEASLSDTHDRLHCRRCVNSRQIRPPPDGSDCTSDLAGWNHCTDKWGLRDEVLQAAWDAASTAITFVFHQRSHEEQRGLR
esBAF inh = Bmi1 luciferase reporter increase in mESCs, primary screen, esBAF inhibitor project, mouse ES cells, Bmi1 luciferase knock-in, single point | 24 h; 100% = twice the neutral-well signal | reporter increase, % at 12.5 µM | actives 2% (n = 350,000) | AID 602393, 2012; in the data active = activation above about 40%;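 note: 0% = median of the plate's neutral control wells and 100% = double that signal; a rise in the Bmi1 reporter signal indicates esBAF inhibition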
* hit, by the source's call. Only part of the results is shown (hit frequency here may not be typical).

(1) Cc1cc(NC(=O)c2cnn3c(C(F)F)cc(-c4ccccc4)nc23)no1
(2) O=C(O)c1cc(NCc2c(F)cccc2Cl)ccc1N1CCOCC1
(3) COc1ccc(C(=O)NCCSc2ccccn2)cc1
(4) CCCCNC(=O)CCC(=O)Nc1ccc2nc(N3CCOCC3)cc(C)c2c1
(5) Cc1c(C(=O)O)oc2ccc(S(=O)(=O)NCc3ccccc3)cc12
(6) C=CCN1CN(S(=O)(=O)c2cccs2)c2nc3ccccc3nc21
(7) COc1cccc(-c2nnc(SCc3nc4ccccc4s3)n2C)c1
(8) CCN(CC)C(=O)CSc1nnc(-c2cnccn2)n1-c1ccc(C)cc1
compound no.,1,2,3,4,5,6,7,8
RAD54 inh,2.0,-8.0,-3.3,1.3,-6.5,-4.2,-1.5,5.4
esBAF inh,-9.5,-3.5,-30.2,43.1*,-4.1,18.8,14.5,-9.7

Screen by screen, as entered above.
esBAF inh, nos. 2 to 5: -3.5, -30.2, 43.1*, -4.1
RAD54 inh, nos. 2 to 5: -8.0, -3.3, 1.3, -6.5

Next records follow.
(9) COc1cccc(-c2csc(N3CCN(C(=S)Nc4ccccc4OC)CC3)n2)c1
(10) CCOC(=O)CC(=O)CSc1nc(-c2cccnc2)cc(C)c1C#N
(11) Cc1cc(C)c(S(=O)(=O)NCC23C=CC(O2)C2C(=O)N(c4ccccc4)C(=O)C23)c(C)c1 (centres undefined)
(12) C=CCNC(=O)CSc1nnc(-c2cccs2)o1
(13) COc1ccc(-n2ccnc2SCC(=O)Nc2ccc(OC)cc2OC)cc1
(14) Cc1ccc(CN2CCSc3ccc(C(=O)N4CCN(c5ncccn5)CC4)cc32)cc1
(15) N#Cc1c(NC(=O)CSc2ncnc3sccc23)oc(-c2ccco2)c1-c1ccco1
(16) Cc1cccc(NC(=S)NN2CCN(C)CC2)c1
compound no.,9,10,11,12,13,14,15,16
RAD54 inh,-5.6,-8.4,-1.2,-2.4,4.1,7.0,-11.6,8.4
esBAF inh,5.4,-5.4,-0.1,-3.4,0.1,0.5,-2.2,8.1

(17) Cc1ccc(C2N(c3nccs3)C(=O)C3CCCN32)cc1 (centres undefined)
(18) COc1ccnc(N2CCN(c3cccc(C(F)(F)F)c3)CC2)c1C#N
(19) O=C(CP(=O)(c1ccccc1)c1ccccc1)Nn1cnnc1
(20) CN1C(=S)SC(C)(C)C1NO (centres undefined)
(21) COC(=O)c1cc(Cl)c(NC(=O)c2cc(OC)c(OC)c(OC)c2)cc1OC
(22) CN1CCc2cc3c(c4c2C1CC41CCC(=NO)CC1)OCO3 (centres undefined)
(23) CC1(C)NC(=O)N(CCCSc2ccc(Cl)cc2)C1=O
(24) Cc1cnc(NC(=O)c2ccc(-c3nc4ccccc4s3)o2)s1
compound no.,17,18,19,20,21,22,23,24
RAD54 inh,-3.5,-13.0,4.5,-2.2,-1.6,-2.4,-0.3,2.1
esBAF inh,-6.3,-1.5,-1.9,-4.4,-1.0,6.6,9.4,20.4

(25) Cc1ccc2[nH]c(=O)c(COC(=O)c3ccccn3)cc2c1
(26) CCCN(CCC)S(=O)(=O)c1ccc(NS(C)(=O)=O)cc1
(27) CC(=O)N(C)c1ccc(NS(=O)(=O)Cc2ccccc2)cc1
(28) O=C(Nc1ccon1)c1cc2ccccc2oc1=O
(29) Cc1ccnc(NC(=O)c2ccc(Cl)c(NC(=O)c3ccccc3C)c2)c1
(30) Cc1nc(-c2ccccc2O)n(-c2ccccc2)n1
(31) CCN(CC)S(=O)(=O)c1ccc2c(c1)nc(SCc1nc3ccsc3c(=O)[nH]1)n2CC
(32) Cc1oc(-c2ccccc2F)nc1CN1CCC(C(=O)NCc2cccs2)CC1
compound no.,25,26,27,28,29,30,31,32
RAD54 inh,-5.9,-10.4,4.3,6.5,-2.5,9.3,13.1,-8.2
esBAF inh,-2.1,-2.2,9.2,30.4,-1.6,1.5,-17.1,4.9

A different layout for six compounds above:
| entry | compound | RAD54 inh | esBAF inh |
| --- | --- | --- | --- |
| 31 | CCN(CC)S(=O)(=O)c1ccc2c(c1)nc(SCc1nc3ccsc3c(=O)[nH]1)n2CC | 13.1 | -17.1 |
| 28 | O=C(Nc1ccon1)c1cc2ccccc2oc1=O | 6.5 | 30.4 |
| 29 | Cc1ccnc(NC(=O)c2ccc(Cl)c(NC(=O)c3ccccc3C)c2)c1 | -2.5 | -1.6 |
| 26 | CCCN(CCC)S(=O)(=O)c1ccc(NS(C)(=O)=O)cc1 | -10.4 | -2.2 |
| 30 | Cc1nc(-c2ccccc2O)n(-c2ccccc2)n1 | 9.3 | 1.5 |
| 27 | CC(=O)N(C)c1ccc(NS(=O)(=O)Cc2ccccc2)cc1 | 4.3 | 9.2 |

(more compounds)
(33) O=C(COC(=O)c1ccc(S(=O)(=O)NCc2ccco2)cc1)Nc1ccccc1OC(F)F
(34) O=S1(=O)CC(O)C(N2CCC(c3ccccc3)CC2)C1 (centres undefined)
(35) C=CCn1c(=O)c2ccccc2n2c(SCc3nnc(-c4ccccc4Br)o3)nnc12
(36) C=CCNC(=S)Nc1sc2c(c1C(=O)OCC)CC(C(C)C)OC2 (centres undefined)
(37) CSc1nsc(/C=C/Nc2ccc(Cl)cc2)c1C#N
(38) CCOC(=O)Cc1csc(NC(=O)COc2ccccc2OC)n1
(39) O=C1CC(C(=O)Nc2ncccn2)C(c2ccccc2)O1 (centres undefined)
(40) O=c1[nH]c(=O)n(Cc2ccco2)c2c1C(C(F)(F)F)(C(F)(F)F)N=C(c1ccco1)N2
compound no.,33,34,35,36,37,38,39,40
RAD54 inh,-8.7,-4.9,6.6,-4.5,-3.2,-2.2,3.1,-2.9
esBAF inh,-6.8,3.9,0.7,0.5,2.9,3.8,0.0,-11.0

3 entries from above, field by field:
27) CC(=O)N(C)c1ccc(NS(=O)(=O)Cc2ccccc2)cc1
  RAD54 inh: 4.3
  esBAF inh: 9.2

10) CCOC(=O)CC(=O)CSc1nc(-c2cccnc2)cc(C)c1C#N
  RAD54 inh: -8.4
  esBAF inh: -5.4

30) Cc1nc(-c2ccccc2O)n(-c2ccccc2)n1
  RAD54 inh: 9.3
  esBAF inh: 1.5

Additional structures follow.
(41) CN(C)/C=C(\C#N)C(=O)c1cccc(Oc2ccc(Br)cc2)c1
(42) CN(C)S(=O)(=O)c1cccc(C(=O)NCCc2ccccc2)c1
(43) CCOC(=O)c1c(NC(=O)CSc2nnc(-c3cccnc3)o2)sc(C)c1C
(44) CCOc1ccc(CCNS(=O)(=O)c2cnc[nH]2)cc1OCC
(45) Cc1cc(-c2c(C)[nH]n(-c3ccc(Cl)cc3)c2=O)n[nH]1
(46) CCc1ccccc1NC(=S)N(CCN(C)C)C(C)c1ccccn1 (centres undefined)
(47) COCCNC(=O)NC1(C(F)(F)F)Oc2ccc(Cl)cc2O1 (centres undefined)
(48) COc1ccc(Cl)cc1S(=O)(=O)NCc1cccs1
compound no.,41,42,43,44,45,46,47,48
RAD54 inh,-4.7,0.5,17.5,-4.5,6.1,-10.4,3.1,-19.9
esBAF inh,-2.6,-20.9,-1.7,-0.6,29.8,2.5,-12.1,-6.6

(49) CCOC(=O)c1c(P(=O)(N2CCOCC2)N2CCOCC2)noc1N
(50) CSc1nnc(-c2ccco2)n1-c1ccccc1
(51) COc1ccc(C(=O)Nc2ccc(C(=O)OCC(=O)c3ccccc3)cc2)cc1
(52) Cc1ccc(CSCC(=O)N/N=C/c2ccc(OCC(=O)Nc3ccc(C)cc3)cc2)cc1
(53) CCCNS(=O)(=O)c1ccc2c(c1)CCCN2C(C)=O
(54) CC(C)Sc1nc2c(c(=O)n(C)c(=O)n2C)n1Cc1ccc(Cl)cc1
(55) O=C(CCc1ccc(S(=O)(=O)N2CCOCC2)cc1)Nc1ccc2ccccc2c1
(56) C=CCSC1=C(C#N)C(c2ccccc2)CC(=O)N1 (centres undefined)
compound no.,49,50,51,52,53,54,55,56
RAD54 inh,-8.5,8.5,-3.7,5.2,11.4,-8.5,-6.7,5.9
esBAF inh,-2.9,-0.9,10.5,2.7,-2.0,-7.9,-3.8,-2.0

(57) CC(=O)c1cc2c(=O)c3ccccc3oc2nc1C
(58) CCc1ccc(C2C(C#N)=C(N)C(C#N)(C#N)C3=CCC(C(C)(C)C)CC32)cc1 (centres undefined)
(59) COc1ccc(CN2C(=O)c3cccnc3C2Nc2ccc(C)cc2)cc1 (centres undefined)
(60) Cc1nc(NC(=O)CSc2nnnn2C)sc1C
(61) CCc1nc2c(cnn2-c2ccc(Cl)cc2)c(=O)n1-c1ccc2c(c1)OCCO2
(62) CCN(CC)C(=O)c1sc(NC(=O)C(Sc2ccccc2)c2ccccc2)c(C(=O)OC(C)C)c1C (centres undefined)
(63) CC1CCN(c2ccccc2N)CC1
(64) O=C(COC(=O)c1ccccc1SCC(=O)NC1CCCCC1)NC1CCCCC1
compound no.,57,58,59,60,61,62,63,64
RAD54 inh,2.0,-21.2,-19.7,11.1,-9.1,-0.3,-3.2,5.1
esBAF inh,38.0,-1.1,5.9,18.7,7.1,-52.3,-0.6,1.4

(65) CC1(C)Cc2c(sc(NC(=O)c3ccco3)c2C#N)CO1
(66) Cc1ccc(C(C)C)c(OCC(O)CN2CC(C)OC(C)C2)c1 (centres undefined)
(67) COc1ccc(Nc2ncnc3ccccc23)cc1
(68) Cc1ccc(-c2nc(N)c3c(-c4ccc(C)cc4)nn(C(C)(C)C)c3n2)cc1
(69) CCOC(=O)c1c(C)[nH]c(N=Nc2ccccc2C)c1C
(70) CCCCOC(=O)c1ccc(NC(=O)c2cnccn2)cc1
(71) O=C(O)c1ccccc1S(=O)(=O)c1ccccc1CO
(72) CCOC(=O)c1[nH]c(C)c(C(=O)c2cc(F)ccc2F)c1C
compound no.,65,66,67,68,69,70,71,72
RAD54 inh,-10.6,-12.7,-7.3,-13.5,-5.9,-0.3,-8.6,10.2
esBAF inh,-47.4,-6.8,29.2,3.7,48.4*,33.3,-5.5,-7.6

(73) O=C(NCCN1CCCCC1)c1cc(OCC(F)(F)F)ccc1OCC(F)(F)F
(74) CCCCn1c(=O)n(C)c(=O)c2c(C(F)(F)F)cc(-c3ccncc3)nc21
(75) Cc1ccc(C)c(CN2C(=O)C3(OCCCO3)c3ccccc32)c1
(76) O=C(OCc1nnn(Cc2ccccc2)c1-c1c(COC(=O)c2ccccc2)nnn1Cc1ccccc1)c1ccccc1
(77) COc1cccc(-c2nc(N3CCN(c4ccccc4)CC3)c3ccccc3n2)c1O
(78) CC12CC3(C)CC(C)(C1)CC(NC(=O)N1CCCC1)(C2)C3
(79) OC(COc1ccc(Cl)c2ccccc12)CN1CCN(c2ccccn2)CC1 (centres undefined)
(80) CCN(CC)c1ccc(NC(=O)c2cnc3ccccn3c2=O)c(C)c1
compound no.,73,74,75,76,77,78,79,80
RAD54 inh,3.7,7.4,-1.7,9.7,-2.6,-7.7,4.7,3.9
esBAF inh,3.4,-2.8,1.3,1.9,5.0,1.1,-5.0,-0.6

(81) COC(=O)C1CCN(C(=O)CSc2nnc(-c3ccncc3)o2)CC1
(82) Cc1c(NC(=O)OCCSc2nc(N(C)C)nc(N(C)C)n2)sc(=S)n1C
(83) CCN(Cc1ccccc1)C1CCN(Cc2ccccc2)CC1
(84) N#Cc1nc(-c2ccc(OCc3ccccc3)cc2)oc1NCCCn1ccnc1
(85) CCOc1cccc(OCCOCCN2CCCC2)c1
(86) COCCN(CCOC)S(=O)(=O)c1ccc(C(=O)Nc2nc(-c3ccncc3)cs2)cc1
(87) NC(=O)c1ccccc1NC(=S)NC(=O)c1ccc(Br)o1
(88) CC(C)(C)C1(C)OC(C(N)=O)C(C(N)=O)O1 (centres undefined)
compound no.,81,82,83,84,85,86,87,88
RAD54 inh,-8.4,14.2,1.2,7.7,-21.0,6.8,-2.0,0.0
esBAF inh,-12.6,-0.8,-4.1,4.8,-3.3,7.1,18.2,-1.6

(89) O=C(CCNc1ccc(Cl)c(C(F)(F)F)c1)c1ccco1
(90) COc1ccc(CNC(=S)Nc2cccc(C)c2)cc1
(91) CN(C)c1nc(N)nc(-c2cccnc2)n1
(92) O=C(CSc1ccc(/C=N/NC(=O)c2cccc(F)c2)o1)Nc1ccccc1
(93) O=C(Cc1cccs1)N1CCC(c2nc3c(nnn3Cc3ccccc3Cl)c(=O)[nH]2)CC1
(94) O=C(CSCc1ccc(F)cc1)N1CCN(c2ccc(F)cc2)CC1
(95) Cc1cc(NC(=O)CSc2nc(C(C)C)nc3sc4c(c23)CCCC4)no1
(96) O=C(CSc1nnc(C2COc3ccccc3O2)o1)Nc1nccs1 (centres undefined)
(97) CCOc1nc(NCCc2ccc(OC)c(OC)c2)nc(NC(C)(C)CO)n1
(98) COc1ccc(C)cc1NC(=O)CSc1nnc(-c2ccccn2)n1Cc1ccco1
(99) Cc1ccc2nsnc2c1S(=O)(=O)N1CCN(C(=O)C2CCCO2)CC1 (centres undefined)
compound no.,89,90,91,92,93,94,95,96,97,98,99
RAD54 inh,-31.8,0.8,0.8,1.3,-6.5,8.8,-1.0,12.5,0.3,-12.1,-4.4
esBAF inh,6.0,14.0,2.0,15.2,-2.6,9.4,-1.4,3.0,-6.3,0.2,3.0
